EPAC2 ag – activates human EPAC2 exchange factor; EPAC2 activation, biochemical qHTS; response scale: 100% = 6.5 mM cAMP response; Potency, µM (highest dose often 154 µM), without a hit: at the top dose activation, actives largely listed as activators; hit rate 0.079% among 360,000; AID 720711; note: nearly all actives have a fitted effect of over 50% in size
Target sequence (Q8WZA2 whole entry, looked up): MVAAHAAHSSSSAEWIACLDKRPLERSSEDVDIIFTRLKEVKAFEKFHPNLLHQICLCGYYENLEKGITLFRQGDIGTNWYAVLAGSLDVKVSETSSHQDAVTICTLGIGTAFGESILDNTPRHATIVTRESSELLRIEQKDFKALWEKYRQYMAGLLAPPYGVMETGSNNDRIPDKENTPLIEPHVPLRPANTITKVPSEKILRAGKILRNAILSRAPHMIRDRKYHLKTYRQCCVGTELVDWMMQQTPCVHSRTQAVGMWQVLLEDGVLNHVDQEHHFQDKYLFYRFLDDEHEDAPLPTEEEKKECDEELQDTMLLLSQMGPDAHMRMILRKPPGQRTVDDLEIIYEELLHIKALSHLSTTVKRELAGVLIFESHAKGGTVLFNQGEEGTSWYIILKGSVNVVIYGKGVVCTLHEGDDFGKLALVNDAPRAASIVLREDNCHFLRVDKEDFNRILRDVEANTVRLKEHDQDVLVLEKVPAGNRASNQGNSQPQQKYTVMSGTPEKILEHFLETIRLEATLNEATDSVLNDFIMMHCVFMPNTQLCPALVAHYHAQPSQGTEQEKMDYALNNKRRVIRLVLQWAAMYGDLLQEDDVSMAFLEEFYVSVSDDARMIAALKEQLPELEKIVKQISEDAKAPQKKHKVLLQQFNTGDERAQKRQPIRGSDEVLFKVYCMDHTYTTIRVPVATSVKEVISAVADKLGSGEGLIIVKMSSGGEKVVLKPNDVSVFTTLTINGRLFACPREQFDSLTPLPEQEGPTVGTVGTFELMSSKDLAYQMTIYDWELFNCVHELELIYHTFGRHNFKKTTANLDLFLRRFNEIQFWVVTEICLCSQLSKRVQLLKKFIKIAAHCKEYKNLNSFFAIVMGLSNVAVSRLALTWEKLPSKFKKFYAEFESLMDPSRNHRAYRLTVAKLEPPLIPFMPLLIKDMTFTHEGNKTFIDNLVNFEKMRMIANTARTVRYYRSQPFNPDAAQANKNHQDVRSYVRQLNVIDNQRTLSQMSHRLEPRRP
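Exchange assay: 100 nM EPAC2 with 250 nM Rap1B-BODIPY-GDP and 50 uM GDP. Fluorescence (ex 480/em 540 nm) read every 5 min for 30 min at room temperature. Data normalized to 6.5 mM cAMP as agonist control.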
FUS yeast rescue – suppressors of FUS proteinopathy in yeast | S. cerevisiae FUS-expressing, growth rescue, OD600, 24 h | Potency, µM (doses to about 76.6 µM), without a hit: top-dose growth rescue (activation), actives largely listed as activators | hit rate 0.24% among 390,000;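 note: plate controls were DMSO vehicle for no effect and reference control for full effect; nearly all actives have a fitted effect of over 55% in size; some results filed as inactive show a strong effect at the top dose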
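Compound concentration series was pinned onto galactose-induced FUS-expressing yeast seeded at OD 0.005. Plates sat 24hr at 30C; absorbance at 600 nm gave growth. DMSO served as background control.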
EPAC2 antag – antagonists of human EPAC2; EPAC2 GEF exchange of Rap1B-BODIPY-GDP, fluorescence; Q8WZA2; hit rate 0.18% among 360,000; Potency, µM (highest dose often 114 µM), for inactives: top-dose activity, negative = inhibition, most hits filed as inhibitors; note: % is set by controls: 0 for no effect and ±100 for the full control effect; nearly all actives have a fitted effect of over 45% in size; many of its hits are not listed in these tables
PTHR1 ag – agonists of human PTHR1 parathyroid hormone receptor; Potency, µM (doses to about 115 µM), for inactives: at the top dose activation, hits mostly activators; AID 743266; Q03431; HEK293 GP2 PTHR1 cells, GloSensor cAMP luminescence, 1 h; hit rate 0.075% among 410,000; note: nearly all actives have a fitted effect of over 55% in size; some results filed as inactive show a strong effect at the top dose; inactives centre near -15; many of its hits are not listed in these tables
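HEK-293-derived GP2 cells expressing PTHR1 and a GloSensor cAMP reporter, 3,000/well, plated overnight, given luciferin plus IBMX (each 0.5 mM as added) for 1 h at 37 °C, then compound for 1 h at 37 °C. Luminescence was read after 15 min at room temperature.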
TDP-43 yeast inh – rescues yeast growth from TDP-43 toxicity. hit rate 1.8% among 410,000. Potency, µM (doses to about 46.1 µM), inactives show at the top dose growth rescue (activation), actives largely listed as activators. TDP-43 expressing yeast growth rescue, BacTiter-Glo, 24 h. AID 652104; note: % of control where 0% means no effect; nearly all actives have a fitted effect of over 50% in size
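Galactose-induced TDP-43 yeast, OD600=0.02, compound pinned; 24 hr, 30 deg C; BacTiter-Glo luminescence for growth. Inhibitors of TDP-43 toxicity read as activators.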
aSyn yeast inh – alpha-synuclein toxicity inhibition in yeast | Potency, µM (doses to about 46.1 µM), without a hit: at the highest dose growth rescue (activation), actives largely listed as activators | AID 652106 | hit rate 0.14% among 370,000 | Yeast expressing alpha-synuclein, growth rescue, BacTiter-Glo, 24 h; note: % of control where 0% means no effect; nearly all actives have a fitted effect of over 65% in size
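Galactose-induced alpha-syn yeast (OD600=0.02, raffinose-pregrown) + pinned cpd, 24 hr, 30 deg C; growth by BacTiter-Glo luminescence. Growth restoration scores as activation.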
EPAC1 agonist – EPAC1 (human) agonism. EPAC1 agonist qHTS, biochemical assay; response scale: 100% = response to 6.5 mM cAMP. Potency, µM (titrated, usually from 154 µM), for inactives: at the top dose activation, actives largely listed as activators. hit rate 0.073% among 360,000. AID 720707; note: nearly all actives have a fitted effect of over 60% in size
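Normalized to 6.5 mM cAMP, activity reflects EPAC1-catalysed release of BODIPY-GDP from Rap1B, followed kinetically over 30 min at 480 nm excitation, 540 nm emission. Reaction contained 100 nM EPAC1, 250 nM Rap1B-BODIPY-GDP, 50 uM GDP.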
EPAC1 antagonist – antagonists of human EPAC1. hit rate 0.14% among 360,000. O95398. EPAC1 GEF assay, Rap1b-BODIPY-GDP exchange fluorescence. Potency, µM (series often up to 115 µM), inactives show at the top dose activity change, negative = inhibition, actives largely listed as inhibitors. AID 720709;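 note: plate controls were vehicle for no effect and positive control for full effect; nearly all actives have a fitted effect of over 50% in size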
An asterisk follows results filed as active; i = inactive; ? = inconclusive; . = no result given; [ ] = dose if it differs, or a comment. Calls come from the whole dose curve; as a rule, active = well fitted curve in the direction sought with a large enough effect; inconclusive = small, poorly fitted or top-dose-only effect, or another doubt; inactive = no such curve, though single readings can be large; an effect the other way counts as inactive or inconclusive. Potency is the fitted concentration of half-maximal effect. An excerpt (hit frequency here may not be typical).

No. | smiles | EPAC2 ag | FUS yeast rescue | EPAC2 antag | PTHR1 ag
1 | COc1ccc(Cl)cc1NC(=S)Nc1cccnc1 | 0% | -8% | 1% | -11%
2 | O=c1oc(-c2ccccc2)nc2sc3c(c12)CCCC3 | 11% | -3% | -1% | i
3 | COC(=O)c1cnc(Nc2cccc(C(F)(F)F)c2)c([N+](=O)[O-])c1 | -1% | 9% | -8% | i
4 | CC1(C)CC(NC(=S)NC2CC2)CC(C)(C)N1 | 12% | 15% | 2% | i
5 | CCN(CC)S(=O)(=O)c1cccc(NC(=O)COc2ncnc3sccc23)c1 | 8% | ? | -2% | i
6 | Cc1cccc(NC(=O)c2cc(-c3cccnc3)nc3c(C)cccc23)n1 | 10% | ? | 0% | -15%
7 | CN(C)CCCOC(=O)c1ccccc1Cl | 4% | -51% | 15% | i
8 | CCOC(=O)c1ccc(NC(=O)CN2C(=O)C3C4C=CC(C4)C3C2=O)cc1 (stereo not drawn) | 3% | 12% | 5% | -5%[57.5 µM]
9 | Cc1ccc(NC(=O)CN(C)C(=O)Cn2cc(C(F)(F)F)cc(Cl)c2=O)cc1 | 5% | . | 11% | -9%
10 | S=C(NCc1ccco1)Nc1ccc2c(c1)OCCO2 | 7% | 33% | 4% | -6%
11 | CC(=O)Nc1ccc(NC(=O)C(C)OC(=O)/C=C/c2cccs2)cc1 (stereo not drawn) | 10% | 31% | -4% | -8%
12 | Cc1ccc(OCC(=O)N/N=C/c2ccncc2)cc1C | 10% | -7% | -3% | -19%
13 | COc1ccc(C(C)=NNc2ccc([N+](=O)[O-])cc2S(=O)(=O)Nc2ccccc2C(=O)O)c(OC)c1 | -1% | 25% | ? | -17%
14 | O=S(=O)(c1cccc(-c2csc(-c3cccnc3)n2)c1)N1CCCCC1 | 7% | 31% | -2% | i
15 | CCOC(=O)C1CCN(C(=O)C2COc3ccccc3O2)CC1 (stereo not drawn) | 12% | -14% | 1% | -15%

No. | TDP-43 yeast inh | aSyn yeast inh | EPAC1 agonist | EPAC1 antagonist
1 | -17%[0.397 µM] | ? | -5% | 1%
2 | -6% | 2% | 3% | 5%
3 | 3% | 2% | -3% | 4%
4 | -21% | 0% | 14% | 9%
5 | -4%[0.397 µM] | -4% | -7% | -5%
6 | 19% | -4% | -15% | 4%
7 | 3% | 4% | 3% | -11%
8 | 12% | 2% | -3% | 6%
9 | -11% | -10% | -13% | -12%
10 | 0% | 5% | 1% | 10%
11 | 3% | 1% | -7% | 5%
12 | 22% | -5% | -5% | -29%
13 | -11% | -62%[inhibitor] | 8% | -28%
14 | -1% | -1% | 7% | 11%
15 | -4% | -2% | -2% | 1%

(further entries)
No. | smiles | EPAC2 ag | FUS yeast rescue | EPAC2 antag | PTHR1 ag
16 | NC(=O)C1CCN(C2=C(NS(=O)(=O)c3ccc(Br)cc3)C(=O)c3ccccc3C2=O)CC1 | 0% | 33% | 2% | -23%
17 | COc1cccc(NC(=O)CCC2CCN(C(=O)c3cncs3)CC2)c1 | -5% | 8% | 3% | i
18 | CN(C(=O)COC(=O)c1cc(-c2ccc(Cl)s2)nc2ccccc12)C1CCS(=O)(=O)C1 (stereo not drawn) | 3% | -38% | -19% | -23%
19 | O=C(CCc1ccccc1)NNC(=O)Nc1ccc(Br)cc1 | -3% | -14% | -9% | i
20 | CC1(C)CC(=O)C(C(=O)c2ccccc2)C(=O)C1 | 9% | -12% | -3% | i
21 | Cc1nnc2ccc(-c3cccc(NS(=O)(=O)c4ccccc4Cl)c3)nn12 | -2% | 6% | -3% | i
22 | Cc1cccn2c(=O)c(/C=C(\C#N)S(=O)(=O)c3ccc(Cl)cc3)c(N3CCC(C(N)=O)CC3)nc12 | 1% | ? | 7% | -10%[57.5 µM]
23 | C=C1C[C@@H]2C[C@@H]2CN(S(=O)(=O)c2ccc(C)cc2)[C@@H]1COCc1ccccc1 | 14% | 22% | -11% | -34%[inhibitor]
24 | Nc1ccccc1NC(=O)NC(=O)c1ccccc1 | 12% | 12% | 14% | -17%
25 | Cc1cc(Br)cn2c(Cc3cccc(Cl)c3)c(-c3cccc(Cl)c3)nc12 | 17% | 22% | 7% | -18%
26 | CCOc1ccccc1NC(=O)CN1CCC(NC(=O)Nc2ccccc2)CC1 | 12% | -16% | 1% | -22%
27 | CCCNc1c(NC(=O)c2ccc3c(c2)OCO3)c(=O)oc2ccccc12 | 0% | -25% | 1% | i
28 | C/C(=N/N=C/c1ccc(N(C)C)cc1)c1ccccc1 | -2% | -9% | 8% | -35%
29 | O=C(Cc1ccc(Br)cc1)N/N=C/c1cccnc1 | 7% | 21% | -2% | -32%[inhibitor]
30 | CCC1(CC)NC(=O)N(CC(=O)OC(C)C(=O)Nc2ccc(Cl)cn2)C1=O (stereo not drawn) | 17% | 1% | 1% | i

No. | TDP-43 yeast inh | aSyn yeast inh | EPAC1 agonist | EPAC1 antagonist
16 | -16% | -6% | -12% | -28%
17 | -1% | 2% | 1% | 9%
18 | 19% | 9% | 13% | -1%
19 | 2% | 9% | 6% | -3%
20 | ? | 6% | 5% | -21%
21 | -3% | -3% | -11% | -5%
22 | 3% | -7% | 10% | -6%
23 | ? | 8% | -3% | -9%
24 | -23% | -12% | 0% | -2%
25 | 29% | 2% | 14% | -10%
26 | -18% | -1% | 6% | -19%
27 | 6% | 1% | -4% | 4%
28 | 22% | -4% | 5% | 7%
29 | -4% | -3% | 7% | -16%
30 | 20% | 2% | 18% | 6%

Next section
No. | smiles | EPAC2 ag | FUS yeast rescue | EPAC2 antag | PTHR1 ag
31 | O=C(NCC1CCCN1S(=O)(=O)c1cccs1)c1ccc(Cl)cc1 (stereo not drawn) | 12% | 10% | -9% | -32%[inhibitor]
32 | Cc1ccc(/C=N/NC(=O)CSc2ccccn2)o1 | 7% | 11% | -1% | -7%
33 | O=C(Nc1cccc(S(=O)(=O)N2CCCCC2)c1)C1CC(=O)N(Cc2ccccc2)C1 (stereo not drawn) | 13% | 30% | -2% | -24%
34 | O=C(O)Cc1ccc(O)cc1 | 2% | 2% | 5% | i
35 | O=C(c1cc(-c2ccccc2)nc2ccccc12)N1CCc2ccccc2C1 | -1% | . | 2% | i
36 | O=C(Nc1cccc(S(=O)(=O)N2CCCCC2)c1)c1ccc2ccccc2n1 | 12% | 23% | 0% | i
37 | Cc1ccc(N2CCCn3c2cc(C)c(C#N)c3=O)cc1C | 4% | 2% | -2% | 0%[57.5 µM]
38 | COC(CNC(=O)c1cccc(-n2c(=S)[nH]c3cc(Cl)ccc3c2=O)c1)OC | -8% | 7% | -4% | -24%
39 | COc1cc2c(cc1OC)CN(C(=O)CN1C(=O)NC3(CCC(C)CC3)C1=O)CC2 (stereo not drawn) | 8% | 13% | -3% | -73%[inhibitor]
40 | O=C(c1ccc(Cl)c(S(=O)(=O)N2CCCCCC2)c1)N1CCN(c2ccccn2)CC1 | -3% | 3% | -5% | -57%[inhibitor]
41 | Nc1nc(-c2ccco2)cs1 | -19% | 0% | 20%[57.1 µM] | i
42 | Fc1ccc(N2CCN(c3ncnc4nc[nH]c34)CC2)cc1 | -3% | -1% | -8% | -89%[inhibitor]
43 | Cn1c(COc2ccc(Cl)cc2)nnc1SCC(=O)NC1CCCC1 | 4% | 17% | -2% | i
44 | CCC(C(=O)NC1CCCC1)N(C(=O)Cn1nnc(-c2ccc(C)o2)n1)c1ccc(F)cc1 (stereo not drawn) | 4% | 22% | -1% | -16%
45 | COc1ccc(/C=N/NC(=O)CCSc2nc3ccccc3s2)cc1 | 25% | 17% | -5% | i

No. | TDP-43 yeast inh | aSyn yeast inh | EPAC1 agonist | EPAC1 antagonist
31 | -22% | 2% | 4% | -15%
32 | -2% | -1% | 11% | 6%
33 | 13% | 2% | 9% | -7%
34 | 4% | 2% | 1% | -7%
35 | 25µM* | -16% | 13% | -23%
36 | 29% | -13% | 18% | ?
37 | -5% | 1% | 1% | 6%
38 | 11% | 8% | 4% | -3%
39 | 11% | -9% | 2% | -10%
40 | -14% | -1% | 7% | 0%
41 | -7% | 1% | -3% | 15%
42 | -5% | 9% | -9% | 8%
43 | -12% | 0% | 11% | 27%
44 | 6% | -6% | -4% | 10%
45 | 7% | 0% | 10% | -22%

Looked up above:
Value of Cc1ccc(N2CCCn3c2cc(C)c(C#N)c3=O)cc1C under PTHR1 ag: 0%[57.5 µM]
Value of COc1ccc(/C=N/NC(=O)CCSc2nc3ccccc3s2)cc1 under aSyn yeast inh: 0%

Part of the list above in order of count of non-hydrogen atoms, high to low:
No. | smiles | EPAC2 ag | FUS yeast rescue | EPAC2 antag | PTHR1 ag
36 | O=C(Nc1cccc(S(=O)(=O)N2CCCCC2)c1)c1ccc2ccccc2n1 | 12% | 23% | 0% | i
31 | O=C(NCC1CCCN1S(=O)(=O)c1cccs1)c1ccc(Cl)cc1 (stereo not drawn) | 12% | 10% | -9% | -32%[inhibitor]
37 | Cc1ccc(N2CCCn3c2cc(C)c(C#N)c3=O)cc1C | 4% | 2% | -2% | 0%[57.5 µM]
34 | O=C(O)Cc1ccc(O)cc1 | 2% | 2% | 5% | i

No. | TDP-43 yeast inh | aSyn yeast inh | EPAC1 agonist | EPAC1 antagonist
36 | 29% | -13% | 18% | ?
31 | -22% | 2% | 4% | -15%
37 | -5% | 1% | 1% | 6%
34 | 4% | 2% | 1% | -7%

Going on with the list.
No. | smiles | EPAC2 ag | FUS yeast rescue | EPAC2 antag | PTHR1 ag
46 | COCCn1c(SCC(=O)Nc2ccc(C(C)=O)cc2)nc2c([nH]c3ccccc32)c1=O | -7% | -4% | -2% | i
47 | Cc1cc(C)cc(Nc2ncc3c(n2)CCCC3=O)c1 | 3% | -11% | -4% | -15%
48 | CCOc1cc2c(Cl)ncnc2c(OCC)c1OCC | -2% | 31% | 12% | i
49 | O=C(COc1cccc(Cl)c1)Nc1ccc(N2CCOCC2)cc1 | 4% | -1% | -2% | -7%[57.5 µM]
50 | CCOC(=O)C(C)Oc1cccc2c(=O)n(CC(=O)NCc3ccco3)ccc12 (stereo not drawn) | -4% | -19% | 0% | -18%
51 | O=C(O)CCn1c(=O)n(CCC(=O)O)c(=O)n(CCC(=O)O)c1=O | 6% | 0% | -7% | 15%
52 | Cc1ccccc1OCC(O)CN(CCO)Cc1ccccc1 (stereo not drawn) | 1% | -9% | 13% | i

No. | TDP-43 yeast inh | aSyn yeast inh | EPAC1 agonist | EPAC1 antagonist
46 | 1% | 3% | 6% | -6%
47 | ? | -7% | 7% | -5%
48 | -14% | -10% | -4% | 22%
49 | 20% | 2% | 2% | -8%
50 | 21% | ? | -12% | -2%
51 | -11% | -4% | 2% | 8%
52 | 16% | 0% | 1% | -3%
